FBPA Giardia inh – inhibitors of Giardia lamblia fructose-1,6-bisphosphate aldolase | A8B2U2 | 290,000 compounds, 0.71% hits | purified Giardia FBPA | AID 2451 | Potency, µM (titrated, usually from 59.6 µM), inactives show at the highest dose activity, negative = inhibition, hits mostly inhibitors; also: potency is read from the fitted curve at half-maximal effect; nearly all actives have a fitted effect of over 55% in size
Target sequence (A8B2U2 whole entry, looked up): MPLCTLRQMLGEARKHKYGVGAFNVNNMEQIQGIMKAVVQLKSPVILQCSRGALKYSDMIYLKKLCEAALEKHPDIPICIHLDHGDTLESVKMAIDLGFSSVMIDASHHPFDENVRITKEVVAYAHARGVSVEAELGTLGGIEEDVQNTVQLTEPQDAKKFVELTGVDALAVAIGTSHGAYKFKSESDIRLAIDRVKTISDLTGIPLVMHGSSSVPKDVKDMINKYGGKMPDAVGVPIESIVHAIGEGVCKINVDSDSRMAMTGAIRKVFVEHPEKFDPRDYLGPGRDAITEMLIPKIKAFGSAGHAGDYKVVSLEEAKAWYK
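Giardia FBPA (40 nM reagent) was preincubated 10 min at RT with compound (up to 57.5 uM final), then substrate plus GAPDH/TPI/NAD/arsenate coupling system with diaphorase/resazurin was added; resorufin fluorescence (525/598 nm) was read after 20 min.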
Sm TGR inh – S. mansoni TGR enzyme inhibition; purified TGR, DTNB reduction, TNB absorbance 405 nm; Potency, µM (doses to about 114 µM), without a hit: top-dose activity change, negative = inhibition, actives largely listed as inhibitors; 360,000 compounds, 3% hits; AID 485364; also: potency is read from the fitted curve at half-maximal effect; nearly all actives have a fitted effect of over 60% in size
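Kinetic colorimetric format: TGR-catalysed, NADPH-driven DTNB reduction monitored via TNB absorbance. Enzyme dispensed at 20 nM; compound exposure 15 min at room temperature before reaction start.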
AMA1 RON2 block – disrupts binding of P. falciparum AMA1 to RON2. AID 720542. AlphaScreen AMA1-biotinylated RON2 peptide binding. Potency, µM (doses to about 58.2 µM), without a hit: at the top dose activity change, negative = inhibition, actives largely listed as inhibitors. 360,000 compounds, 0.2% hits;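 also: potency is read from the fitted curve at half-maximal effect; 0% = vehicle wells and -100% = peptide control; nearly all actives have a fitted effect of over 45% in size; some results filed as inactive show a strong effect at the top dose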
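AMA1 (3D7) with his tag at 25 nM final met compounds first, then biotinylated RON2 peptide at 25 nM; detection used donor plus acceptor beads, 10 µg/mL apiece, read by AlphaScreen after 30 min at room temperature.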
AmpC no deterg – AmpC beta-lactamase inhibition without detergent; P00811; AmpC nitrocefin hydrolysis, absorbance 480 nm, 0.0001% Triton; Potency, µM (highest dose often 57.1 µM), inactives show at the top dose activity change, negative = inhibition, hits mostly inhibitors; 330,000 compounds, 0.52% hits; AID 485341;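 also: potency is read from the fitted curve at half-maximal effect; plate controls were no compound for no effect and no enzyme for full effect; nearly all actives have a fitted effect of over 20% in size; some results filed as inactive show a strong effect at the top dose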
Target sequence (P00811 whole entry, looked up): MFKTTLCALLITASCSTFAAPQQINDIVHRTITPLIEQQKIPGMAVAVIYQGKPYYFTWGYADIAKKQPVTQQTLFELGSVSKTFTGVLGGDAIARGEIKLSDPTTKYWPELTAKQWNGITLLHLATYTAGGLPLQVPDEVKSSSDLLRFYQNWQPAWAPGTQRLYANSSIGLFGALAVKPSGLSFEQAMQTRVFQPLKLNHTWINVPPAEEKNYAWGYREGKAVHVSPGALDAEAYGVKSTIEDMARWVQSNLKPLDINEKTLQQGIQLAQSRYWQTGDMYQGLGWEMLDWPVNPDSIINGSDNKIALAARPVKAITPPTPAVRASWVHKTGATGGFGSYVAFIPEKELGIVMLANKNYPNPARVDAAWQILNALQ
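AmpC (5.3 nM in the dispensed reagent) in 20 mM phosphate pH 7.0 with 0.01% (detergent screen) or 0.0001% Triton X-100 was preincubated with compounds for 15 min at room temperature. Nitrocefin was then added from an 800 uM solution, and hydrolysis was followed at 480 nm.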
AmpC detergent – AmpC beta-lactamase inhibition with detergent present | AID 485294 | AmpC hydrolysis of nitrocefin, absorbance 480 nm, 0.01% Triton | 370,000 compounds, 0.041% hits | Potency, µM (highest dose often 114 µM), for inactives: top-dose activity change, negative = inhibition, most hits filed as inhibitors;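 also: potency is read from the fitted curve at half-maximal effect; 0% = no-compound wells and -100% = no-enzyme wells; nearly all actives have a fitted effect of over 25% in size; some results filed as inactive show a strong effect at the top dose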
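20 mM phosphate pH 7.0 + 0.01% (detergent screen) or 0.0001% Triton X-100; 5.3 nM AmpC reagent; cpd preinc 15 min RT; nitrocefin (800 uM stock) to start; A480 q20 s × 4 min; Activity was normalised to no-enzyme and no-compound control wells.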
HCMV antiviral – human cytomegalovirus inhibition. HFF cells, HCMV-luciferase reporter, 72 h; active compounds read low. activity change, negative = inhibition, % at 57.5 µM. 410,000 compounds, 4.5% hits. AID 1259415; in the data active = activity change below about -60%; inconclusive = no clear call, values can overlap the other calls; inactive = above about -39%
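Steps: HFFs plated, 16 h 37C; compounds added; HCMV-luciferase added to MOI 1 PFU/cell; 72 h 37C; OneGlo reagent, 5 min room temperature; luminescence read, normalized to controls.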
The depositor's hits bear a star; ? = inconclusive; · = no result given; & = joins results of further samples; [ ] = another dose, or the depositor's remark. Unless noted, calls follow the shape of the dose curve; as a rule, active = well fitted curve in the direction sought with a large enough effect; inconclusive = small, poorly fitted or top-dose-only effect, or another doubt; inactive = no such curve, though single readings can be large; an effect the other way counts as inactive or inconclusive. Unless noted, % is scaled to controls: 0 for no effect and ±100 for the full control effect. Random draw from the library; any-hit rate near 7.8%.

[1] Cc1ccc(S(=O)(=O)c2cc3c(=O)n4ccccc4nc3n(CC3CCCO3)c2=N)cc1C (stereo not drawn)
[2] COc1ccc(N2C(=O)c3ccccc3NC2c2ccc(OC)c(Cn3nnc4ccccc43)c2)cc1 (stereo not drawn)
[3] COc1ccc([C@H]2CC(=O)C=C(c3ccccc3)C2)cc1OC
[4] O=C(COC(=O)CNC(=O)c1ccccc1F)Nc1cccnc1Cl
[5] Nc1nonc1-c1nc2ccccc2n1CC(=O)N/N=C/c1ccc(-c2cccc(C(=O)O)c2)o1
[6] COCCN(CC(=O)NC1CCCCC1)C(=O)CSc1nc2ccccc2o1
[7] CC1CCCN(c2nc(NCc3ccco3)nc(N)c2[N+](=O)[O-])C1 (stereo not drawn)
[8] O=C(Cn1c(C(=O)NCC2CCCO2)cc2sccc21)c1ccccc1 (stereo not drawn)
entry no. | 1 | 2 | 3 | 4 | 5 | 6 | 7 | 8
FBPA Giardia inh | -22% | -7% | · | 6% | -14% | 1% | 10% | -4%
Sm TGR inh | -1% | 2% | -2% | 5% | 50µM* | -1% | -5% | -4%
AMA1 RON2 block | -14% | 8% | 0% | 5% | -5% | -3% | -15% | -6%
AmpC no deterg | -18% | -11% | 63%[activator] | -31% | -19% | 1% | -14% | -19%
AmpC detergent | ? | -6% | 3% | 1% | -11% | -1% | ? | -5%
HCMV antiviral | 18 | 18 | 8 | 57 | -27 | 22 | -102* | -5

[9] COC(=O)C1=C(C)NC(=O)NC1c1cn(-c2ccccc2)nc1-c1cccs1 (stereo not drawn)
[10] CC(Sc1cccc[n+]1[O-])C(=O)Nc1ccc(Oc2ccccc2)cc1 (stereo not drawn)
[11] CCOc1ccc(NC(=O)CC2C(=O)N(CC)C(=S)N2CCNC(C)=O)cc1 (stereo not drawn)
[12] Cn1nc(C(=O)OCC(=O)c2ccc(Cl)cc2)c2ccccc2c1=O
[13] Cc1cccc(NC(=O)C2C3C=CC(C4CC34)C2C(=O)O)c1 (stereo not drawn)
[14] Cc1ccccc1CSCCNC(=O)c1ccc(Cl)c(S(=O)(=O)N2CCOCC2)c1
[15] COc1ccc(C2=NOC(Cn3nc(C(=O)NCC4CC4)cc3-c3ccccc3)C2)cc1 (stereo not drawn)
[16] COc1ccc(S(=O)(=O)N(CC(=O)NCC2CCCO2)c2ccc(F)cc2)cc1OC (stereo not drawn)
entry no. | 9 | 10 | 11 | 12 | 13 | 14 | 15 | 16
FBPA Giardia inh | 9% | -6% | 2% | · | -2% | -7% | · | 9%
Sm TGR inh | -7% | -1% | -3% | · | 5% | -14% | -3% | -35%
AMA1 RON2 block | 6% | 9% | ? | 16% | -5% | -6% | 14% | 40%[activator]
AmpC no deterg | -9% | 3%[2.29 µM] | -7% | -15% | -10% | -2% | 6% | 2%
AmpC detergent | -12% | -5% | -8% | · | 4% | -8% | ? | 5%
HCMV antiviral | 0 | 24 | ? | 8 | 58 | -33 | 12 | -36

Ordered by count of non-hydrogen atoms (smallest number first): part of the list above
[13] Cc1cccc(NC(=O)C2C3C=CC(C4CC34)C2C(=O)O)c1 (stereo not drawn)
[7] CC1CCCN(c2nc(NCc3ccco3)nc(N)c2[N+](=O)[O-])C1 (stereo not drawn)
[12] Cn1nc(C(=O)OCC(=O)c2ccc(Cl)cc2)c2ccccc2c1=O
[8] O=C(Cn1c(C(=O)NCC2CCCO2)cc2sccc21)c1ccccc1 (stereo not drawn)
[6] COCCN(CC(=O)NC1CCCCC1)C(=O)CSc1nc2ccccc2o1
[14] Cc1ccccc1CSCCNC(=O)c1ccc(Cl)c(S(=O)(=O)N2CCOCC2)c1
[16] COc1ccc(S(=O)(=O)N(CC(=O)NCC2CCCO2)c2ccc(F)cc2)cc1OC (stereo not drawn)
[15] COc1ccc(C2=NOC(Cn3nc(C(=O)NCC4CC4)cc3-c3ccccc3)C2)cc1 (stereo not drawn)
[5] Nc1nonc1-c1nc2ccccc2n1CC(=O)N/N=C/c1ccc(-c2cccc(C(=O)O)c2)o1
entry no. | 13 | 7 | 12 | 8 | 6 | 14 | 16 | 15 | 5
FBPA Giardia inh | -2% | 10% | · | -4% | 1% | -7% | 9% | · | -14%
Sm TGR inh | 5% | -5% | · | -4% | -1% | -14% | -35% | -3% | 50µM*
AMA1 RON2 block | -5% | -15% | 16% | -6% | -3% | -6% | 40%[activator] | 14% | -5%
AmpC no deterg | -10% | -14% | -15% | -19% | 1% | -2% | 2% | 6% | -19%
AmpC detergent | 4% | ? | · | -5% | -1% | -8% | 5% | ? | -11%
HCMV antiviral | 58 | -102* | 8 | -5 | 22 | -33 | -36 | 12 | -27

The results go on:
[17] CCCCC(CC)Cn1c(O)c(/C=C2\C=NN=C2c2ccccc2)sc1=S (stereo not drawn)
[18] CCN(CC(=O)Nc1c(C(=O)OC)[nH]c2ccccc12)c1ccc2c(c1)OCO2
[19] N#Cc1nc(COc2ccccc2)oc1NCCCn1ccnc1
[20] COc1ccc(CCNC(=O)COc2ccc(S(=O)(=O)N3CCOCC3)cc2)cc1OC
[21] CC1=C(C(=O)OCC(C)C)C(c2ccc(OCc3ccccc3)cc2)N2C(=O)CCSC2=N1 (stereo not drawn)
[22] COc1ccc(OC)c(CC(=O)O)c1
[23] C=C(C)CSc1nc(N)c(C#N)c(-c2ccc(C)cc2)c1C#N
[24] COCCNC(=O)c1ccc2c(c1)nc(C)n2-c1cc(OC)c(OC)c(OC)c1
entry no. | 17 | 18 | 19 | 20 | 21 | 22 | 23 | 24
FBPA Giardia inh | -9% | 18% | 1% | -2% | · | 2% | -4% | 4%
Sm TGR inh | -4% | ? | -3% | -9% | 1% | 0% | 35µM* | -11%
AMA1 RON2 block | -11% | -24% | -23% | 3% | · | 3% | -3% | 5%
AmpC no deterg | -47% | 13% | -16% | 9% | · | -13% | · | 2%
AmpC detergent | -7% | 4% | 2% | ? | -1% | -9% | 3% | 1%
HCMV antiviral | 1 | 1 | 6 | · | 15 | 30 | -40 | ·

[25] Cc1c(Cl)cccc1NC(=O)CNCc1ccccc1F
[26] CC(C)c1nnc(NC(=O)CC(=O)Nc2ccccc2C(=O)O)s1
[27] N#Cc1cccc(NC(=O)COC(=O)c2ccccc2C(=O)c2ccc(Cl)c([N+](=O)[O-])c2)c1
[28] COc1ccc(S(=O)(=O)Nc2ccc(NC(C)=O)cc2)cc1
[29] CCC(C)n1c(-c2cccs2)nc2nc3ccccc3nc21 (stereo not drawn)
[30] COC(=O)Cc1c(C)c2ccc3c(c2oc1=O)CN(Cc1ccc(Cl)cc1)CO3
[31] COc1cc2[nH]c3c(=O)n(N)c(=O)[nH]c3c2cc1OC
[32] O=[N+]([O-])c1cccc2ccc(/C=C/c3ccc(Cl)cc3)nc12
entry no. | 25 | 26 | 27 | 28 | 29 | 30 | 31 | 32
FBPA Giardia inh | 1% | -7% | -23% | -1% | -10% | · | -6% | -2%
Sm TGR inh | 1% | 7% | ? | -13% | -12% | -1% | -10% | 2%
AMA1 RON2 block | -11% | 8% | -6% | -8% | 7% | · | 9% | ?
AmpC no deterg | 7% | -18% | ? | -9% | 0% | · | -5% | -18%
AmpC detergent | -2% | ? | -5% | -10% | ? | 14% | 1% | 0%
HCMV antiviral | -25 | -28 | -99* | -25 | -33 | -16 | 30 | -10

[33] COc1ccc(-c2nn3c(-c4ccc(OC)cc4)nnc3c3ccccc23)cc1
[34] Cc1ccc(OCC(=O)N(C)CC(=O)Nc2ccc(Cl)c(C(F)(F)F)c2)c([N+](=O)[O-])n1
[35] Cc1cc2cc(CNC(=O)c3ccco3)ccc2n1C
[36] COc1cc(/C=N/Nc2ccc(C(=O)O)cc2)cc(OC)c1OC
[37] Nc1nc2c(c(=O)[nH]1)CN(Cc1ccccc1)CC2
[38] O=C(c1ccc(F)cc1)N1CCCN(c2nc(-c3ccccc3)ns2)CC1
[39] O=C(Nc1ccc(C(=O)OCc2cc(=O)n3nc(C4CC4)sc3n2)cc1)c1cccc(F)c1
[40] CC1=C(/C=C/C(C)=C/C=C/C(C)=C\C(=O)O)C(C)(C)CCC1
entry no. | 33 | 34 | 35 | 36 | 37 | 38 | 39 | 40
FBPA Giardia inh | · | · | ? | -1% | · | 10% | · | 2%&1%&4%
Sm TGR inh | 8% | -9% | ? | -1% | 6% | -9% | 11% | ·
AMA1 RON2 block | · | 10% | -2% | 12% | 1% | -1% | · | 0%
AmpC no deterg | · | 29% | -19% | -10% | -24% | 107%[activator] | · | ·
AmpC detergent | 21% | 0% | 1% | 1% | ? | -2% | 9% | ·
HCMV antiviral | 7 | 43 | ? | 69 | -1 | 0 | 14 | -20

[41] Cc1ccccc1NC(=O)CNC(=O)c1ccc(C(F)(F)F)cc1
[42] C=CCNC(=O)Cc1c(OC)ccc2cc(Br)ccc12
[43] Cc1c(Cl)cccc1NS(=O)(=O)c1ccc2c(c1)C1C=CCC1C(c1ccc(C(=O)O)cc1)N2 (stereo not drawn)
[44] Cc1ccc2cc3cc(C(=O)NCCCN4CCCCCC4)oc3nc2c1
[45] O=C(CSc1ccc(-c2ccccn2)nn1)c1ccc([N+](=O)[O-])cc1
[46] Cc1ccc(C(=O)OCC(=O)NC2CCCC(C)C2C)cc1S(=O)(=O)N1CCCCC1 (stereo not drawn)
[47] O=C(NCc1cccnc1)NC1CC(=O)N(c2ccc3c(c2)OCCO3)C1 (stereo not drawn)
[48] CC(C)N1CCCC(CNC(=O)CCc2nnc(CCCCc3ccccc3)o2)C1 (stereo not drawn)
entry no. | 41 | 42 | 43 | 44 | 45 | 46 | 47 | 48
FBPA Giardia inh | 8% | 12% | -22% | -2% | ? | · | 1% | 0%
Sm TGR inh | 1% | · | 20µM* | 32µM* | -14% | -6% | -6% | 9%
AMA1 RON2 block | 5% | -3% | ? | -9% | 13µM* | 4% | -7% | 12%
AmpC no deterg | -18% | 8% | 19% | 50% | 3% | -18% | -4% | 20%
AmpC detergent | ? | 2% | -12% | 2% | 7% | -2% | 9% | 7%
HCMV antiviral | 92 | -32 | · | 27 | 0 | -4 | -7 | -17

[49] CCCCCC1CC(CC(=O)NC(=S)Nc2ccc([N+](=O)[O-])cc2)C(=O)O1 (stereo not drawn)
[50] CCN(CC)CCOC(=O)c1ccc(NC(=O)C(C)NC(=O)C23CC4CC(CC(C4)C2)C3)cc1 (stereo not drawn)
[51] Cc1ccc(S(=O)(=O)N2CCOCC2)cc1C(=O)N1CCN(Cc2ccccc2)CC1
[52] Cc1c(Cl)cccc1NC(=S)NCC1COc2ccccc2O1 (stereo not drawn)
[53] COc1ccccc1OCC(O)Cn1nc(C)cc1C (stereo not drawn)
[54] CC(C)C(=O)N1CCN(c2ccccc2NC(=S)NC(=O)/C=C/c2ccco2)CC1
entry no. | 49 | 50 | 51 | 52 | 53 | 54
FBPA Giardia inh | -8% | 6% | · | -7% | 11% | ·
Sm TGR inh | 0% | -2% | 0% | -4% | 11% | ·
AMA1 RON2 block | -2% | -3% | -1% | 60%[activator] | -10% | 1%
AmpC no deterg | -23% | 36% | 132%[activator] | -53% | 3% | -42%
AmpC detergent | -3% | -12% | -13% | -2% | -7% | ·
HCMV antiviral | -14 | -64* | -17 | -34 | 16 | 22
